# Assay outcomes deposited in PubChem by National Center for Advancing Translational Sciences (NCATS).
# ATXN viability: cell viability loss in ATXN counter-screen; 400,000 tested, 0.49% active; S2 cells (HEK-293 line with an ATXN2-luciferase reporter) viability, CellTiter-Fluor protease fluorescence, 24 h; Potency, µM (doses to about 56.7 µM), hits mostly cytotoxic; note: nearly all actives have a fitted effect of over 40% in size
# Nrf2 block: blocks Nrf2 signaling; A549 ARE-Fluc reporter, luciferase luminescence, 18-24 h; Potency, µM (series often up to 46 µM), without a hit: at the top dose activity change, negative = inhibition, most hits filed as inhibitors; 360,000 tested, 2.1% active; AID 504444; note: % is set by controls: 0 for no effect and ±100 for the full control effect; nearly all actives have a fitted effect of over 60% in size
#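 In this cell-based qHTS, ARE-driven firefly luciferase in A549 cells reports Nrf2 activity; the luminescent signal after BugLite lysis is the measured value, with a prior CellTiter-Fluor read for cell health.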
# ATXN2 expr inh: ATXN2 expression inhibition; HEK-293 ATXN2-luciferase reporter, luminescence, 24 h; Potency, µM (doses to about 57 µM), inactives show top-dose activity change, negative = inhibition, most hits filed as inhibitors; 360,000 tested, 0.72% active; AID 1745845; note: % is set by controls: 0 for no effect and ±100 for the full control effect; nearly all actives have a fitted effect of over 55% in size
#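 qHTS (up to 57 uM final) was run with 24 h compound exposure of reporter cells at 37 °C. Each well was multiplexed: SteadyGlo luminescence measured ATXN2-luciferase expression after a fluorogenic Gly-Phe-AFC viability readout (25 uM final).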
# EPAC2 antagonist: antagonists of human EPAC2 | Q8WZA2 | EPAC2 GEF exchange of Rap1B-BODIPY-GDP, fluorescence | 360,000 tested, 0.18% active | AID 720708 | Potency, µM (titrated, usually from 114 µM), for the others: top-dose activity, negative = inhibition, actives largely listed as inhibitors; note: % is set by controls: 0 for no effect and ±100 for the full control effect; nearly all actives have a fitted effect of over 45% in size; many of its hits are not listed in these tables
# Target sequence (Q8WZA2 whole entry, looked up): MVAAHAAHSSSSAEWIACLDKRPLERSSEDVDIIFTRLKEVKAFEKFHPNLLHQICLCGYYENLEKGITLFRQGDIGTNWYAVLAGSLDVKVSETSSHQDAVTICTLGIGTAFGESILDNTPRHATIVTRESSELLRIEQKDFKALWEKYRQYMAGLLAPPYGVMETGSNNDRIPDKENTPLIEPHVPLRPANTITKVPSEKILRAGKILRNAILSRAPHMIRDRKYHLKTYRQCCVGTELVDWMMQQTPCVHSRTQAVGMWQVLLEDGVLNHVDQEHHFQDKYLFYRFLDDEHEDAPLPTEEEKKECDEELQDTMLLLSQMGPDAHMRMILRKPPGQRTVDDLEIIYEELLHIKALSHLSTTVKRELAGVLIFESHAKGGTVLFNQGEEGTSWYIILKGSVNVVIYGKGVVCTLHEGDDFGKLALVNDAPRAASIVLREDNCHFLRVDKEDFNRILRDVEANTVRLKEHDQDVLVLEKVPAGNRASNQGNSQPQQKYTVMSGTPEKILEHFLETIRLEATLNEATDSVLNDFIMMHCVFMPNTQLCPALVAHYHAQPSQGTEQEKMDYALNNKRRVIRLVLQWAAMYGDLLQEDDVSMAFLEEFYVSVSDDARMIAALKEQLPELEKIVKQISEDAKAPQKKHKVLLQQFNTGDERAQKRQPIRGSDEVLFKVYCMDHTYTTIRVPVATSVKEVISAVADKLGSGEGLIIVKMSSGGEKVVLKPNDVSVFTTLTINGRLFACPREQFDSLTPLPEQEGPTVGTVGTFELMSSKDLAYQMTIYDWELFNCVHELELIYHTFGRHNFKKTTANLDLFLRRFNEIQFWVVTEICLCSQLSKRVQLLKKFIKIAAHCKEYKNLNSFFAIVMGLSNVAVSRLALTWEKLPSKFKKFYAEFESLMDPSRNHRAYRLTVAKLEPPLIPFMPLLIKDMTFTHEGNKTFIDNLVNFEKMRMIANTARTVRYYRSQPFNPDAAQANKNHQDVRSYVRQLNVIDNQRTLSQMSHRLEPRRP
# HepG2 viability: HepG2 cytotoxicity, counter-screen for TGF-b inhibitors | HepG2 CAGA-GFP viability, ATP luminescence, 18 h | 410,000 tested, 0.76% active | Potency, µM (doses to about 46.1 µM), for inactives: at the top dose activity change, negative = cytotoxicity, usual class: cytotoxic; note: some results filed as inactive show a strong effect at the top dose
#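 HepG2 CAGA-GFP cells (1000/well, DMEM with 1% FBS) received compound, then TGF-beta at 500 pg/mL final, and were incubated 18 hours at 37 degrees C. Viability was read by CellTiter-Glo luminescence. Media-only wells were set as complete cell-killing and DMSO as no toxicity.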
# MCF10A rerep: inducers of DNA re-replication in MCF 10A breast cells. MCF 10A DNA re-replication, Hoechst nuclear intensity, 48 h. Potency, µM (series often up to 46.1 µM), without a hit: at the top dose activity, positive = re-replication, most hits filed as activators. 350,000 tested, 2.9% active; note: % of control where 0% means no effect; nearly all actives have a fitted effect of over 50% in size
# TGFb inhibitor: TGF-b pathway inhibition | HepG2 CAGA-GFP TGF-b/SMAD3 reporter, GFP fluorescence, 18 h; TGF-beta stimulated, 500 pg/mL final | Potency, µM (doses to about 46.1 µM), inactives show at the highest dose activity, negative = inhibition, hits mostly inhibitors | 410,000 tested, 1.2% active | AID 588855; note: % is set by controls: 0 for no effect and ±100 for the full control effect; nearly all actives have a fitted effect of over 65% in size
#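 First, reporter cells (HEPG2 CAGA-GFP) rested 2 h at 37 degrees C. Next, compounds were pinned in and TGF-beta added to 500 pg/mL final. After 18 h, GFP was imaged per cell and summed per well.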
# A549 viability: kills or reduces viability of A549 cells in Nrf2 counter-screen. A549 ARE-Fluc cells, CellTiter-Fluor viability, 18-24 h. Potency, µM (top dose mostly 46 µM), for the others: top-dose activity change, negative = cytotoxicity, hits mostly inhibitors. 390,000 tested, 0.16% active; note: % is set by controls: 0 for no effect and ±100 for the full control effect
#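 A549 ARE-Fluc cells in 5% FBS OPTI-MEM, 5000 cells/well, rested 2 h then exposed to compounds in concentration-response for 18-24 h at 37 °C. Viability by CellTiter-Fluor fluorescence (Ex 405/Em 525) after 30 min; luciferase luminescence (BugLite, 15 min, RT) read afterwards.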
# Nrf2 ARE act: activators of Nrf2 (ARE) signaling | AREc32 ARE-luciferase reporter (MCF7-derived line), luminescence, 24 h | Potency, µM (series often up to 46.1 µM), for the others: at the highest dose activation, most hits filed as activators | 410,000 tested, 0.31% active | AID 624171; note: % of control where 0% means no effect; nearly all actives have a fitted effect of over 65% in size
#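 AREc32 cells carrying an ARE-driven firefly luciferase, 1000 cells/well in OPTI-MEM with 5% FBS, dosed after overnight attachment and incubated 24 hr at 37 deg C. Steady-Glo luminescence read after 30 min at RT.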
# Starred values were filed as active, the others as inactive; i = inactive; u = inconclusive; x = no result given; [ ] = dose if it differs, or a comment. Calls come from the whole dose curve; as a rule, active = well fitted curve in the direction sought with a large enough effect; inconclusive = small, poorly fitted or top-dose-only effect, or another doubt; inactive = no such curve, though single readings can be large; an effect the other way counts as inactive or inconclusive. Potency is the fitted concentration of half-maximal effect. Not all compounds are listed, so the mix of outcomes need not match the whole.
SMILES,ATXN viability,Nrf2 block,ATXN2 expr inh,EPAC2 antagonist,HepG2 viability,MCF10A rerep,TGFb inhibitor,A549 viability,Nrf2 ARE act
CC1CCc2nc3ncn(Cc4ccccc4F)c(=O)c3cc2C1 (stereo not drawn),i,x,64.3%[activator],x,-31.0%,x,3.2%,-0.9%,4.9%
Cc1noc(C)c1COc1cccc(C(=O)NC(C)(C)C)c1,i,-5.3%,-23.5%,2.9%,-3.8%,-39.2%[inhibitor][9.22 µM],18.7%,-1.1%,0.9%
CN(CC(=O)Nc1ccc(N2CCOCC2)cc1)C(=O)C1CCCC1,i,-4.4%,1.0%,-5.7%,-4.1%,-2.6%,2.3%,-5.4%,-0.6%
O=C1NCCN(CC2CCN(CCc3ccc(Cl)c(Cl)c3)CC2)C1=O,i,4.9%,-8.4%,-1.1%,-46.2%,u,21.5%,7.1%,0.2%
Nc1cccc(Nc2ccccc2)c1,i,-9.8%,3.9%[11.3 µM],0.2%,1.3%,-1.7%,-0.1%,-2.3%,-0.9%
CCC(CO)Oc1cc(NC(=O)c2cccc3ccccc23)c2ncn(C(C)C)c2c1 (stereo not drawn),u,u,-35.0%,-11.3%,-12.1%,-2.7%,-1.9%,-14.6%,7.8%
CN1c2ccc([N+](=O)[O-])cc2N(C)C1(C)c1ccccc1 (stereo not drawn),u,u,-11.9%,-9.1%,-9.5%,-14.9%,-13.0%,u,-0.2%[9.22 µM]
O=C(Nc1ccc2c(c1)CN(C(=O)Nc1ccc(F)cc1)CC2)c1ccccn1,u,x,x,-0.4%,-32.9%,x,u,x,5.4%
O=C(NC1CCCCC1)c1cc(C(=O)c2ccccc2Br)c[nH]1,i,8.0%,13.8%,0.1%,4.0%,u,3.7%,1.0%,-0.1%
COc1ccc(-c2noc(CSCC(=O)Nc3cccc(C(F)(F)F)c3)n2)cc1OC,x,-9.4%,x,x,-18.9%,x,-21.3%,3.2%,4.8%
O=C(Nc1nccs1)c1cccnc1,i,-4.8%,2.8%,-0.8%,20.5%,-0.8%,-0.6%,-6.5%,0.1%
Cc1ccc(-c2cc(=O)c3cc(C)ccc3[nH]2)cc1,i,15.3%,-28.6%,0.3%,-25.4%,u,-9.4%,-5.7%,-1.5%
O=C(O)Cc1sc(Nc2ccccc2Cl)nc1-c1ccccc1,i,u,45.2%[activator],x,-21.0%,x,0.0%,-7.3%,4.8%
O=C(NCCSCc1ccccc1)c1cc(S(=O)(=O)N2CCOCC2)ccc1F,i,-8.7%,-11.8%,5.3%,-2.3%,4.5%,u,14.1%,3.1%
O=S(=O)(Nc1ccc(N2CCCCC2)cc1)c1cccs1,i,-9.6%,-6.4%,-2.5%,7.1%,8.3%,-5.6%,-0.9%,0.1%
COc1ccc(C(C)(C)C)cc1NC(=O)C1CC=CCC1C(=O)O (stereo not drawn),i,u,8.3%,4.4%,0.6%,u,-1.5%,-4.2%,-0.9%
NS(=O)(=O)c1ccc(CCNC(=O)COC(=O)C2CCC2)cc1,i,2.0%,-2.5%,5.6%,5.9%,-0.1%,3.2%,-1.2%,-0.4%
CCOC(=O)N1CCN(C(=O)Cc2ccc(C)cc2)CC1,i,1.9%,2.8%,-1.8%,-17.9%,-0.3%,1.6%,-1.7%,0.3%
Cc1cc(OCc2cc(C(=O)NC(C)c3cnn(C)c3)no2)cc(C)c1Cl (stereo not drawn),u,x,x,7.8%,-27.1%,x,-10.6%,x,7.8%
CCOc1ccc(S(=O)(=O)NCC(c2ccc(N(C)C)cc2)N2CCc3ccccc32)cc1 (stereo not drawn),i,x,6.5%,x,-18.5%,x,-17.2%,3.5%,3.6%
CC1(C)C(=O)NCCN1C(=O)CSc1nccc(-c2ccc(Br)cc2)n1,i,u,u,-0.5%,-23.6%,u,6.5%,-3.3%,4.0%
COc1cccc(NC(=O)C2CCCN(c3ncnc4c3nc3n4CCCCC3)C2)c1 (stereo not drawn),u,10.3%,-36.0%,-6.1%,-10.3%,24.4%,-8.3%,-0.3%,2.4%
O=C(CCc1nc2ccccc2c(=O)[nH]1)OCC(=O)c1cccc(Cl)c1,i,6.8%,-8.7%,-2.4%,-5.9%,25.3%,-3.0%,6.3%,-0.2%
CCCCCCNC(=O)Cc1ccc(Br)cc1,u,5.7%,5.2%,7.4%,0.2%,7.3%,-26.2%,2.3%,0.5%
Cc1ccc2cc(C3CC(c4ccco4)=NN3S(=O)(=O)c3ccccc3)c(Cl)nc2c1 (stereo not drawn),i,9.3%,46.8%[activator],3.1%,-11.2%,3.8%,2.5%,-10.0%,-0.4%
COc1ccc(/C=N/NS(=O)(=O)c2ccc(F)cc2)cc1COc1cc(F)ccc1[N+](=O)[O-],i,-15.5%,-26.5%,-1.0%,-6.6%,13.6%,1.0%,-13.8%,7.9%
COc1ccc(/C=C/C(=O)c2ccccc2O)cc1,i,u,55.8%[activator],-4.0%,-17.0%,10.0%,-11.6%,4.4%,9.6%
CCc1ccccc1NC(=O)c1cnn(-c2ccc(F)cc2)c1C1CCNCC1,i,u,13.9%,x,-2.5%,x,3.9%,-5.3%,0.3%
COc1ccc(OC)c(-c2cc(C(=O)NCCc3ccccc3)c3c(-c4ccc(C)cc4)[nH]nc3n2)c1,i,25.2%,11.4%,x,-17.5%,x,u,0.5%,3.0%
Cc1ccc(C(C)NC(=O)/C(C#N)=C\c2c(C)[nH]c3ccccc23)cc1 (stereo not drawn),i,x,7.1%,-11.6%,-66.6%,u,u,u,-1.9%
Cc1ccc(S(=O)(=O)NCC(=O)OC(C)C(=O)NC2CCCCC2C)cc1C (stereo not drawn),i,13.2%,-5.5%,18.7%,-7.9%,0.4%,u,-4.6%,-0.7%
CC(=O)Nc1ccc(NC(=O)c2c([N+](=O)[O-])c(C(C)(C)C)nn2C)cc1,i,-13.4%,-24.3%,-1.0%,22.5%,u,-19.1%,1.2%,-0.1%
COC(=O)/C(C#N)=C/c1cc(C)sc1C,i,-2.7%,-14.8%,-14.3%,-39.4%,-11.1%,0.0%,2.7%,0.8%
COc1ccc(N(Cc2cccs2)C(=O)c2ccccc2C)cc1,x,-27.0%,x,x,-23.8%,x,-13.2%,-18.0%,0.7%
CC(=O)Nc1cccc(C(=O)N/N=C/c2c[nH]c3ccccc23)c1,i,8.7%,20.0%,10.9%,-20.1%,0.9%,12.0%,0.2%,5.9%
CC(CNC(=O)c1ccc(Nc2nc3ccccc3n3nnnc23)cc1)c1ccccc1 (stereo not drawn),x,u,x,x,-9.4%,x,2.0%,7.7%,1.0%
N=c1sccn1CC(=O)Nc1cccc(S(=O)(=O)N2CCCCCC2)c1,15.8µM*,u,x,2.1%,0.5%,16.1%,-1.6%,-22.3%,3.7%
CCOc1ccc(NC(=O)CN(C)C(=O)c2nc3nc(C)cc(C)n3n2)cc1OCC,i,u,x,11.5%,-26.5%,-0.8%,-1.7%,15.2%,-0.4%
c1ccc(OCCOc2ncnc3ccccc23)cc1,i,26.3%,54.1%[activator],5.3%,1.4%,-2.6%,-7.0%,-1.2%,2.6%
O=C(NC(=S)Nc1ccccc1Br)C1CCC1,i,25.0%,135.1%[activator],-5.3%,-15.3%,7.9%,u,1.6%,3.7%

# Part of the list above, with values under each structure:
# Screens in order: ATXN viability	Nrf2 block	ATXN2 expr inh	EPAC2 antagonist	HepG2 viability	MCF10A rerep	TGFb inhibitor	A549 viability	Nrf2 ARE act
> COC(=O)/C(C#N)=C/c1cc(C)sc1C
→ i	-2.7%	-14.8%	-14.3%	-39.4%	-11.1%	0.0%	2.7%	0.8%
> c1ccc(OCCOc2ncnc3ccccc23)cc1
→ i	26.3%	54.1%[activator]	5.3%	1.4%	-2.6%	-7.0%	-1.2%	2.6%

# Continued:
SMILES,ATXN viability,Nrf2 block,ATXN2 expr inh,EPAC2 antagonist,HepG2 viability,MCF10A rerep,TGFb inhibitor,A549 viability,Nrf2 ARE act
CCN(C(=O)CN1CCCCC1)c1c(N)n(Cc2ccccc2)c(=O)[nH]c1=O,i,7.4%,x,5.0%,1.3%,3.1%,31.7%,3.1%,-0.7%
CC(=O)Nc1cc(-c2nc3cc(Cl)ccc3o2)ccc1C,i,u,61.8%[activator],x,-12.7%,x,-2.4%,8.8%,15.5%
CCCn1nnc(NC(=O)/C=C/c2ccco2)n1,i,u,21.7%,1.6%,-41.5%,29.9%,-11.8%,3.7%,u
Cc1ccccc1CS(=O)(=O)CCC(=O)NCCN1CCN(c2cccc(Cl)c2)CC1,i,-3.0%,-21.3%,-9.7%,-9.3%,0.4%,u,-3.5%,0.0%
COc1ccc(C2=NN(C(=O)CCC(=O)O)C(c3ccc(OC)cc3)C2)cc1 (stereo not drawn),i,-5.9%,6.5%,-1.1%,0.9%,u,12.1%,-0.7%,0.4%
Cc1ccc(Cc2cnc(NC(=O)/C(C#N)=C/c3ccc(-c4cccc([N+](=O)[O-])c4)o3)s2)cc1,i,u,u,-2.8%,-10.5%,8.7%,-0.5%,0.7%,2.1%
N/C(CN1CCCC1=O)=N\OC(=O)c1ccc(Cl)cc1,i,6.0%,-2.6%,4.9%,-0.2%,2.5%,2.3%,7.6%,3.5%
CCN(CC)CCNC(=O)c1ccc(Sc2ccc(Cl)cc2)c(NC(C)=O)c1,i,6.2%,x,-7.1%,-7.2%,23.2%,29.5%,3.5%,2.6%
